V-ATPase pHluor: regulators of yeast V-ATPase proton transport; S. cerevisiae, pHLuorin cytosolic pH fluorescence; 350,000 tested, 0.37% active; response, % at 10 µM; in the data active = response mostly above about 7.3%, no sharp cut-off; inactive = mostly below about 5.4%; also: actives read high; inactives centre near 0; some compounds called inactive have numbers as strong as hits; reference of the scale not given here
NSD2 HMT inh: blocks human histone methyltransferase NSD2 | O96028 | NSD2 peptide methylation, AlphaScreen, 120 min | inhibition, % at 12.5 µM | 310,000 tested, 0.54% active | AID 743445; in the data active = inhibition above about 50%
Arr AP2 block: blocks beta-arrestin peptide binding to AP2 adaptin. FITC-arrestin peptide / GST-AP2 beads, flow cytometry; AP2 beta2 appendage carries R879A mutation. inhibition, % at 10 µM. 340,000 tested, 0.31% active. AID 504490;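 active = inhibition above a set limit, near 3 SD of compounds lacking own fluorescence, cut at about 54% in these data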;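 also: plate controls were DMSO wells for no effect and 5 µM unlabelled arrestin peptide for full effect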
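System: GST-AP2 R879A glutathione beads; medium: PBS, Tween 20 0.05%, BSA 0.1%; reagent: fluorescein-tagged arrestin peptide at 50 nM final; schedule: pre-incubation 12 min, peptide binding 1 h, room temperature; detection: flow cytometry, FL1 (488/535 nm); read-out: inhibition as reduced fluorescein signal on beads, percent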
DAGLB inhibitor: diacylglycerol lipase beta (human) inhibition | inhibition, % at 5.17 µM | Q8NCG7 | 340,000 tested, 0.059% active | HEK293T DAGLB membrane lysate, EnzChek fluorogenic substrate | AID 504411; in the data active = inhibition above about 34%;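 also: 0% = enzyme with vehicle and 100% = wells lacking enzyme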
CAL PDZ FP-1: inhibitors of human CAL PDZ peptide binding. purified CAL PDZ, TMR-peptide fluorescence polarization, 1 h. 300,000 tested, 0.92% active. inhibition, % at 24.9 µM. AID 602252. Q9HD26;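 active = mean inhibition of at least 30% with at least half of replicates also reaching 30%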;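 also: 0% = DMSO neutral control and 100% = excess unlabeled competitor peptide PRC23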
Keap1 Nrf2 FP: disrupts human Keap1 binding to Nrf2 peptide; 340,000 tested, 0.15% active; Q14145; AID 504523; Keap1 Kelch-Nrf2 peptide fluorescence polarization, 1536-well; inhibition, % at 9.4 µM; in the data active = inhibition above about 12%;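 also: human Keap1 Kelch domain with fluorescein labeled Nrf2 9mer peptide probe; 0% = neutral control wells and 100% = peptide positive control; higher means more block of Keap1 binding to Nrf2 peptide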
CAL PDZ FP-2: human CAL PDZ-peptide interaction inhibition | purified CAL PDZ, TMR-peptide fluorescence polarization, 1 h | AID 504414 | inhibition, % at 20 µM | 330,000 tested, 0.02% active | Q9HD26;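 active = highest replicate inhibition of at least 40%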;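 also: plate controls were DMSO neutral control wells for no effect and unlabeled competitor peptide control wells for full effect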
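material = purified tagged CAL PDZ domain construct (CerCALP) | compound dosing = 20 µM, one dose | times = 1 h at RT | measured by = fluorescence polarization from S- and P-plane intensities, G-factor corrected | read-out = inhibition from polarization loss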
Pemphigus Ab inh: human desmoglein-3 autoantibody binding inhibition. DSG3-coupled beads, scFv-anti-DSG3-GFP binding, flow cytometry; stronger effect = lower value. 310,000 tested, 0.48% active. P32926. binding (percent of control), % at 10 µM. AID 588358;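 active = binding more than 3 SD below its plate's average and above zero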;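 also: hits lower antibody fragment binding to DSG3; some compounds called inactive have numbers as strong as hits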
Target sequence (P32926 whole entry, looked up, the tested form may be a part): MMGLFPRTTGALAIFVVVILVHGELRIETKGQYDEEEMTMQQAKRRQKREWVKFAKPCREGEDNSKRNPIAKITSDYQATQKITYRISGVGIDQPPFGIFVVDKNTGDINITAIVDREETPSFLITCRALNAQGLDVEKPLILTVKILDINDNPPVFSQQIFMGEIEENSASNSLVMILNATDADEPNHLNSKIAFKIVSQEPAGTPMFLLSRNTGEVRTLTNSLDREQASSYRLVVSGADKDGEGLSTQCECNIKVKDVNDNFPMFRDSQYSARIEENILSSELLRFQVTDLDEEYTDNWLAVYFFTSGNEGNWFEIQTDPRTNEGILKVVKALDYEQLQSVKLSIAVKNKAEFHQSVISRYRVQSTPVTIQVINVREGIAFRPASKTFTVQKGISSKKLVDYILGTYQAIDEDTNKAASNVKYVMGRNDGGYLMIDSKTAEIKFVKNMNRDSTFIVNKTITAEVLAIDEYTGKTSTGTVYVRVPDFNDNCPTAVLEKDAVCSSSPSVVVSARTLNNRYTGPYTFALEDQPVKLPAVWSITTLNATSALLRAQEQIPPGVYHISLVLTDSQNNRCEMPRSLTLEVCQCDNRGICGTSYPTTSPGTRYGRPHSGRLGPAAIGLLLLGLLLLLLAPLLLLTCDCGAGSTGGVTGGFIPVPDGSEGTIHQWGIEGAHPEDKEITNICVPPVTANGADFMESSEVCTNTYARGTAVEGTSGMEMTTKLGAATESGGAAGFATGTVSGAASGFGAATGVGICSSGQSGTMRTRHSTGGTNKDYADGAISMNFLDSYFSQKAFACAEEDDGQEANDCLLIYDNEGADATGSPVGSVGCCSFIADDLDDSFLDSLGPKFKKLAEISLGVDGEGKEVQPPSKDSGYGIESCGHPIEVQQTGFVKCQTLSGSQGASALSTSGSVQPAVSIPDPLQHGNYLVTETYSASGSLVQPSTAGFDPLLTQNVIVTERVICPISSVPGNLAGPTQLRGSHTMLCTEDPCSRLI
Cardiac RTF inh: cardiac RTF calcium desensitization; P19429+P45379; IANBD-labeled cardiac RTF, Ca2+ fluorescence; inhibition, % at 7.15 µM; 340,000 tested, 0.12% active;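 active = inhibition above the mean inhibition of all tested compounds plus 3 SD, cut at about 17% in these data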;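 also: assay run at fixed EC70 calcium of 1.6 mM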
C-LANA FP: inhibitors of KSHV LANA C-terminal domain DNA binding; MBP-C-LANA/FAM-LBS DNA binding, fluorescence polarization; inhibition, % at 9 µM; 340,000 tested, 0.078% active; AID 504423;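 active = highest replicate inhibition at or above 60% at 9 µM, even if other replicates fall short; inactive = all replicates below 60% inhibition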;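 also: 0% = neutral control wells and 100% = 4 µM acridine orange control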
* marks the source's active call; other numbers are inactive results; nt = not tested or not shown; & = joins results of further samples.

Screens in order – V-ATPase pHluor | NSD2 HMT inh | Arr AP2 block | DAGLB inhibitor | CAL PDZ FP-1 | Keap1 Nrf2 FP | CAL PDZ FP-2 | Pemphigus Ab inh | Cardiac RTF inh | C-LANA FP
#1 CC1CCCN(C(=O)C(=O)Nc2ccc3nc4n(c(=O)c3c2)CCCCC4)C1 (configuration not stated)
    1 | nt | -6 | 1 | nt | 0 | -0.6 | 111 | -12 | 1.3
#2 COc1cc(CC(=O)Nc2ccccc2N2CCOCC2)cc(OC)c1OC
    -1 | 1 | -8 | -2 | -2 | -4 | 0.2 | 105 | -1 | 0.8
#3 Cc1ccc(Cn2ccc(NC(=O)c3cc(-c4cccs4)on3)n2)cc1
    -4 | 1 | 8 | -6 | 1 | 1 | -0.9 | 102 | -7 | -2.6
#4 O=C(Cc1cn2ccsc2n1)OCc1ccccc1
    -2 | -1 | 28 | -3 | 3 | 3 | -0.6 | nt | 3 | 1.3
#5 COCc1[nH][nH]c(=O)c1C=NCC(=O)OC
    0 | 51* | -1 | -2 | -3 | 0 | -2.1 | 86 | -3 | 1.7
#6 Clc1ccc(Cn2cnc3ccccc32)cc1
    -3 | 3 | 2 | 2 | 7 | -5 | -0.9 | 100 | -5 | -0.7
#7 Cc1cc(C)c2[nH]c(=O)c(CN(Cc3cccnc3)C(=S)NCCCN(C)C)cc2c1
    -2 | 0 | 44 | -4 | -4 | -6 | -0.4 | nt | 10 | -0.3
#8 CCOC(=O)Cn1c(=N)n(CCOc2ccc3ccccc3c2)c2ccccc21
    3 | 2 | -1 | 7 | -19 | -1 | nt | 115 | 5 | 0.5
#9 Cc1nn(Cc2ccccc2Cl)c(C)c1NC(=O)CCCn1nc(C)c([N+](=O)[O-])c1C
    1 | 1 | 2 | 1 | 0 | -1 | -2.6 | 95 | 2 | 1.8
#10 Cc1ccc(S(=O)(=O)N(C)c2ccc(OCC(=O)Nc3ccc(C(=O)N(C)C)cc3)cc2)cc1C
    -1 | 0 | -2 | 1 | 0 | 1 | -0.3 | 93 | 0 | 0.4
#11 O=[N+]([O-])c1ccc(NN=Cc2ccco2)nc1
    -2 | -2 | 8 | 4 | -3 | -6 | 0.7 | 117 | 1 | 2.7
#12 CCOC(=O)CSc1nc(N)c2c3c(sc2n1)CCCC3
    1 | 2 | 6 | -4 | -7 | -3 | -1.9 | nt | 2 | -1.0
#13 Cc1ccc(NS(=O)(=O)c2c(C)[nH]c(=O)[nH]c2=O)c(Br)c1
    -4 | -3 | -10 | -1 | -2 | 3 | -1.0 | 100 | -2 | 2.4
#14 COc1ccc(S(=O)(=O)N2CCC(C(=O)NCc3cccs3)CC2)cc1
    2 | 34 | -21 | 0 | -3 | -6 | -2.7 | 122 | 3 | 0.2
#15 CCC1=C2CC[C@H]3C(=O)N(CC)C(=O)[C@H]3[C@H]2[C@@]2(Cc3ccccc3)C(=O)N(Cc3ccccc3)C(=O)N2C1=O
    -1 | nt | 0 | -2 | -3 | -1 | -0.7 | 96 | 2 | 0.3
#16 CC1(C)Cc2cccc(OCC(=O)NCc3ccc(F)cc3)c2O1
    -2 | 1 | -7 | -1 | nt | -2 | -1.6 | 104 | -6 | 0.0
#17 COc1ccc(CCNc2nc(N3CCCCC3)nc(N3CCCCC3)n2)cc1OC
    0 | -1 | -8 | -7 | -1 | -6 | -0.8 | 107 | -2 | -0.6
#18 O=C(OCc1nnc(-c2ccccc2)o1)C1CCN(C(=O)c2ccc(Cl)cc2)CC1
    -5 | 0 | 4 | 1 | -8 | -6 | -1.1 | 97 | -2 | -1.4
#19 Oc1c(C=C2N=c3ccccc3=N2)sc(=S)n1-c1ccc(F)cc1
    1&-1 | 3&-3 | 18&41 | 2&2 | -6&0 | 0&3 | -2.3 | 87 | -12&-9 | -1.7&-0.4
#20 CC(C)C[C@H](NC(=O)[C@H](Cc1ccccc1)n1c(=O)[nH]c2ccccc2c1=O)C(=O)N1CCC(C(=O)O)CC1
    -1 | nt | 27 | -1 | 1 | -2 | 1.0 | 103 | 0 | 1.1
#21 CC(C)C1OC2c3cccc4cccc(c34)C2N1c1ccccc1 (configuration not stated)
    -1 | 1 | 1 | 3 | -4 | 3 | -0.4 | nt | -5 | 1.5
#22 CCn1c(O)c(/C=N/N=C/c2ccccc2)c2ccc(C3=NNC(=O)CC3)cc21
    -3 | 1 | -6 | 5 | nt | 2 | 4.2 | 109 | -122 | 7.4
#23 COc1cc(N2N=C(c3ccccc3)CC2c2ccccc2)c(C=O)cc1C=O (configuration not stated)
    0 | -4 | 10 | 1 | -3 | -6 | -0.3 | 109 | 2 | 0.2
#24 O=C(N/N=C\c1ccc(F)cc1)c1cc(OCC(F)(F)F)ccc1OCC(F)(F)F
    1 | 11 | 27 | -2 | -2 | 0 | -0.1 | 97 | -1 | -1.0
#25 Cc1ccn2c(CN(C)CCn3nc(C)cc3C)c(C(=O)N3CCCCCC3)nc2c1
    -2 | -4 | -7 | 2 | 0 | -1 | -3.2 | 96 | 5 | 0.0
#26 Cc1c(C(=O)NCCCN2CCCC2=O)oc2ccc(S(=O)(=O)N3CCOCC3)cc12
    -1 | nt | 21 | 2 | 3 | 3 | -0.5 | nt | -13 | 1.0
#27 Cc1c(NC(=O)C(C)OC(=O)c2cccc([N+](=O)[O-])c2)c(=O)n(-c2ccccc2)n1C (configuration not stated)
    3 | -3 | 4 | 1 | -1 | -5 | -2.1 | 95 | -13 | -0.4
#28 Cc1c(Cl)cccc1NC(=O)COC(=O)Cc1ccsc1
    0 | nt | 15 | -4 | 0 | 3 | -0.7 | 80 | -6 | -3.2
#29 O=C(O)C/C(=C\c1cccc(NC(=O)c2ccccc2Cl)c1)c1nc2ccccc2s1
    1 | 2 | 19 | 10 | -2 | -2 | -5.3 | 95 | -3 | 0.7
#30 CN(C)S(=O)(=O)c1ccc(S(=O)(=O)NCc2ccc3c(c2)OCO3)cc1
    -1 | -1 | 9 | -1 | nt | -2 | -0.4 | 114 | 0 | 1.6
#31 Cc1cc(NC(=O)C(=O)NCCN2CCN(C(=O)c3cccs3)CC2)ccc1Br
    4 | 1 | 2 | 0 | 0 | -5 | nt | 106 | 0 | -0.1
#32 Cc1noc(C)c1COc1cccc(C(=O)Nc2ccc(OCc3ccccc3)cc2)c1
    -3 | -5 | -6 | -2 | -2 | -4 | -3.6 | 117 | 9 | 0.4
#33 Cc1cc(C)cc(NC(=O)N2CCCC2C(=O)Nc2ccc(-n3cnnn3)cc2)c1 (configuration not stated)
    -3 | 2 | 9 | -1 | -3 | -3 | 0.0 | 106 | 1 | -1.3
#34 CCOc1cccc2sc(NC(=O)CC)nc12
    2 | -1 | 24 | 0 | 1 | 1 | -1.6 | 92 | 3 | 1.7
#35 CCOc1cc(N2CCOCC2)c(OCC)cc1NC(=O)CN1CCCC(C)C1 (configuration not stated)
    -5 | 10 | 13 | 2 | -3 | 3 | -3.2 | 94 | -11 | 0.2
#36 COCCn1c(SCC(=O)c2ccccc2)nc2ccccc2c1=O
    -4 | -4 | 37 | nt | 4 | -2 | -1.1 | 103 | nt | -1.1
#37 O=C(NC1CCCCC1)c1cc(-c2ccco2)on1
    4 | 5 | 1 | -4 | nt | 1 | -1.3 | 104 | -2 | 0.9
#38 O=C(CN1CCN(S(=O)(=O)c2ccc(Br)cc2)CC1)Nc1ccccc1C(=O)c1ccccc1
    2 | -3 | 12 | -1 | nt | 2 | -1.0 | 117 | 0 | -0.5
#39 CCn1c(CNC(=O)c2ccc3c(c2)OCO3)nnc1SCC(=O)Nc1ccccc1F
    0 | -1 | 16 | 2 | -5 | 1 | -2.3 | nt | -11 | -1.6
#40 CCN(CC)C(=O)[C@H]1C[C@H](CC(=O)NC/C=C(\C)CCC=C(C)C)C(=O)N2CCc3c([nH]c4ccc(Cl)cc34)[C@]12C
    1 | nt | 12 | -2 | -2 | -2 | 2.1 | 104 | -7 | 1.0

Continued, starting with the last 2 of the part before.
Screens in order – V-ATPase pHluor | NSD2 HMT inh | Arr AP2 block | DAGLB inhibitor | CAL PDZ FP-1 | Keap1 Nrf2 FP | CAL PDZ FP-2 | Pemphigus Ab inh | Cardiac RTF inh | C-LANA FP
#39 CCn1c(CNC(=O)c2ccc3c(c2)OCO3)nnc1SCC(=O)Nc1ccccc1F
    0 | -1 | 16 | 2 | -5 | 1 | -2.3 | nt | -11 | -1.6
#40 CCN(CC)C(=O)[C@H]1C[C@H](CC(=O)NC/C=C(\C)CCC=C(C)C)C(=O)N2CCc3c([nH]c4ccc(Cl)cc34)[C@]12C
    1 | nt | 12 | -2 | -2 | -2 | 2.1 | 104 | -7 | 1.0
#41 CCCCNC(=O)CCSc1ccc(C)cc1
    1 | -2 | 5 | 1 | -4 | 0 | -2.6 | 98 | -4 | -0.2
#42 COc1ccc(CNc2oc(C)nc2C#N)cc1
    0 | -1 | 3 | -1 | -2 | 2 | -1.0 | 103 | -5 | 0.0
#43 N#CC1=C(N)SC2(CCCCC2)SC1c1ccccc1 (configuration not stated)
    -2 | 3 | -6 | 1 | nt | 0 | -7.9 | nt | -5 | 1.0
#44 C=C(C)Cn1c(=S)[nH]c2ccccc2c1=O
    -1 | 5 | 0 | 4 | -1 | 4 | -1.6 | nt | -14 | 4.3
#45 Cc1ccc(OCCN2C(=O)C(=O)c3cccc(C)c32)cc1
    3 | 1 | 5 | 6 | -2 | 1 | -0.4 | 98 | 0 | 0.6
#46 CN(C)c1ccc(NC(=O)CN2CCc3ccccc3C2)cc1
    1 | 18 | 30 | -1 | -4 | 3 | -0.1 | nt | 5 | -0.5
#47 O=C(CCN1C(=O)c2ccccc2C1=O)Nc1cccc(S(=O)(=O)N2CCCCC2)c1
    2 | 0 | 1 | 2 | -2 | -3 | -1.3 | 106 | -6 | -1.2
#48 COc1ccc(N(CC(=O)NC2CCS(=O)(=O)C2)S(=O)(=O)c2ccc(Cl)c(Cl)c2)cc1 (configuration not stated)
    0 | 1 | 25 | 0 | -20 | 2 | -1.3 | 102 | -1 | -0.4
#49 O=S(=O)(c1ccc(Cl)s1)N1CCN(CCc2ccccc2)CC1
    1 | -1 | -4 | -10 | nt | 3 | -0.1 | 109 | 2 | 0.5
#50 CCOC(=O)N1CCN(S(=O)(=O)N2CCCC(C(=O)NCc3ccccc3OCC)C2)CC1 (configuration not stated)
    -2 | -2 | nt | -4 | nt | nt | nt | 102 | nt | nt
#51 CCOc1ccc(NC(=O)/C=C/c2ccc(OC)cc2)c([N+](=O)[O-])c1
    2 | 0 | -1 | -1 | -3 | -3 | 0.0 | 87 | -5 | 0.7
#52 [O-]/[N+](=C\c1ccccc1)c1ccccc1
    -4 | nt | 7 | -2 | -1 | -3 | -0.2 | 95 | -10 | 1.5
#53 Cc1cc(-c2ccccc2)nc(N(C)NC(=O)c2c(F)cccc2F)c1S(C)(=O)=O
    0 | 0 | 36 | 1 | 0 | -1 | -0.7 | 107 | -6 | 0.0
#54 COc1ccc(NC(=O)O/N=C/c2ccncc2)cc1
    4 | 2 | 4 | 1 | 0 | 0 | -0.8 | 96 | -8 | 1.2
#55 CCOc1ccccc1OCCCC(=O)NC1=NCCS1
    -4 | 10 | 1 | -2 | -3 | -2 | -0.4 | 108 | -2 | -0.8

These rows are one share of the data; count on the stated rates, not on these rows.
